tim10-1 inh: growth inhibitors of tim10-1 mutant yeast, primary screen, luminescence, uHTS | S. cerevisiae tim10-1 ts strain growth, BacTiter-Glo, 24 h | AID 463190, 2010 | hit rate 2.2% among 330,000 | inhibition, % at 20 µM;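 active = inhibition of at least 40%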;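 note: mutant grown at 25 °C; 0% = DMSO wells with yeast and 100% = wells holding no yeast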
TIM10 inh: growth inhibitors of isogenic TIM10 control yeast, primary screen, counter-screen for tim10-1 yeast inhibitor project, luminescence, uHTS | hit rate 1.4% among 330,000 | inhibition, % at 10 µM | S. cerevisiae TIM10 strain growth, BacTiter-Glo luminescence, 24 h;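 active = inhibition of 40% or more at the single tested concentration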;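 note: wild-type TIM10 isogenic control strain grown at permissive 25 °C; 0% = DMSO yeast wells and 100% = minimal medium wells without yeast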
mIAP act: activators of mouse IAP, primary screen, biochemical, luminescence, uHTS; hit rate 0.24% among 330,000; intestinal alkaline phosphatase [Mus musculus]; activation factor at 10 µM; muIAP, CDP-Star luminescence, 30 min; stronger effect = higher value; 1 = vehicle-only enzyme signal, 0 = enzyme-free wells;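 active = activation factor of at least 2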; note: the source names both 10 and 20 µM as test concentration; values of inactives mirror those of a sister screen read the other way
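Assay system: mouse IAP enzyme / Compound: DMSO-dissolved test compounds / Timing: 30 min, room temperature / Measured by: luminescence from enzymatic CDP-Star hydrolysis / Control set: DMSO-only wells, enzyme-free buffer wells as negative control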
Apaf1 inhib: inhibitors of human Apaf-1 apoptosome, primary screen, biochemical, DEVD-Rh110 fluorescence, uHTS; hit rate 0.71% among 330,000; Apoptotic protease-activating factor 1 (Homo sapiens), O14727; reconstituted apoptosome caspase-3 activity; inhibition, % at 20 µM; AID 489030, 2010; active = inhibition of at least 40% at 20 µM;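 note: plate controls were DMSO wells for no effect and DEVD-CHO caspase inhibitor wells for full effect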
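Material: biochemical Apaf-1 apoptosome reconstitution. Medium: Hepes buffer, pH 7.5. Also added: cytochrome c activation, bis-DEVD rhodamine 110 substrate. Timing: 30 min compound preincubation, 50 min activation, room temperature. Measured by: rhodamine 110 fluorescence at Ex 480/Em 540 nm.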
NLRP3 yeast inh: NALP3 inflammasome inhibitors in reconstituted yeast, primary screen, luminescence, uHTS | Yeast reconstituted NLRP3/ASC/caspase-1, beta-gal luminescence, 24 h | inhibition, % at 10 µM | hit rate 0.39% among 330,000 | AID 2825, 2010;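 active = inhibition of 50% or more; inactive = inhibition below 50%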;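 note: plate controls were induced DMSO wells for no effect and uninduced yeast grown without galactose for full effect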
ATG4B inh: ATG4B protease inhibitors, primary screen, biochemical, fluorescence, uHTS; inhibition, % at 8.33 µM; Cysteine protease ATG4B (Homo sapiens), Q9Y4P1; ATG4B cleavage of LC3-PLA2, NBD-HPC fluorescence, 1 h; hit rate 0.51% among 340,000; AID 504462, 2011; in the data active = inhibition above about 40%
Target sequence (Q9Y4P1 whole entry, looked up): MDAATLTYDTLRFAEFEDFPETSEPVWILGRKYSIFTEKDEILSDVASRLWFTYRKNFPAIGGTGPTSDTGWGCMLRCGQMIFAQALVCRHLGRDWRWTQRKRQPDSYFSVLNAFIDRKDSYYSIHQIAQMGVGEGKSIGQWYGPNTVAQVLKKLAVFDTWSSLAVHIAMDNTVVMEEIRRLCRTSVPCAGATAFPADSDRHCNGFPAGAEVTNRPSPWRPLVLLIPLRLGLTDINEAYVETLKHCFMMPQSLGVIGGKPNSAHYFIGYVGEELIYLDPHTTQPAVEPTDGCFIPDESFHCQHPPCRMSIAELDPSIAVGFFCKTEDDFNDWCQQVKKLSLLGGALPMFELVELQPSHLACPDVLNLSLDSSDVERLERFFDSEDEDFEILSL
hIAP block: human IAP inhibitors, primary screen, biochemical, luminescence, uHTS | purified IAP, CDP-Star luminescence, 30 min | hit rate 0.12% among 330,000 | Intestinal-type alkaline phosphatase (Homo sapiens), P09923 | inhibition, % at 10 µM;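 active = inhibition reaching a set limit with compound at 10 µM in the primary screen, cut at about 35% in these data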;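 note: plate controls were DMSO wells with enzyme for no effect and no-enzyme buffer wells for full effect; values of inactives mirror those of a sister screen read the other way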
Target sequence (P09923 whole entry, looked up): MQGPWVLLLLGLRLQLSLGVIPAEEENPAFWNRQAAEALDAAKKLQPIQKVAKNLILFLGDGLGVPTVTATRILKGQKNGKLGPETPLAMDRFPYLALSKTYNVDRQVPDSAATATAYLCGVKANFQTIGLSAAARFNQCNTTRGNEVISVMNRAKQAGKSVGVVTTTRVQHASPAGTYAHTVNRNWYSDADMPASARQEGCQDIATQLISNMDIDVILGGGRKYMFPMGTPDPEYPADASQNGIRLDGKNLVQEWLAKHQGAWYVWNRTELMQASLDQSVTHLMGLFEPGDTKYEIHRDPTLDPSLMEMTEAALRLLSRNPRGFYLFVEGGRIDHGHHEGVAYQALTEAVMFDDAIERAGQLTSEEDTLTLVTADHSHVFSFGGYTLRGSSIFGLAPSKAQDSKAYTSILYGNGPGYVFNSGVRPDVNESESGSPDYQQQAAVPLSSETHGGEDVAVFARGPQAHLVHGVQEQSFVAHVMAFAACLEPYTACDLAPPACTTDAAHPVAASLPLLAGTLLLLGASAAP
mIAP block: inhibitors of mouse IAP, primary screen, biochemical, luminescence, uHTS | intestinal alkaline phosphatase [Mus musculus] | purified mouse IAP, CDP-Star luminescence, 30 min | inhibition, % at 10 µM | hit rate 0.2% among 330,000 | AID 2806, 2010;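 active = inhibition of at least 40% at 10 µM in the primary screen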;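 note: plate controls were DMSO with enzyme for no effect and no enzyme wells for full effect; values of inactives mirror those of a sister screen read the other way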
hIAP activ: human IAP activators, primary screen, biochemical, luminescence, uHTS. hit rate 0.16% among 330,000. purified human IAP, CDP-Star luminescence, 30 min; stronger effect = higher value; 1 = vehicle-only enzyme, 0 = enzyme-free background. AID 2524, 2010. Intestinal-type alkaline phosphatase (Homo sapiens), P09923. activation factor at 10 µM;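 active = activation factor of the enzyme at least 2-fold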; note: the source names both 10 and 20 µM as test concentration; values of inactives mirror those of a sister screen read the other way
* = called active by the depositor; nt = not tested or not shown.

Each structure is followed by: tim10-1 inh	TIM10 inh	mIAP act	Apaf1 inhib	NLRP3 yeast inh	ATG4B inh	hIAP block	mIAP block	hIAP activ
Cc1nc2c(=O)n(C)c(=O)[nH]c2n1Cc1ccccc1
    12	12	0.9	-4	3	0	7	10	0.93
CCOc1ccccc1NC(=O)Cn1nnc(C(=O)NCc2cccs2)c1N
    10	-4	1.1	-4	6	-5	-20	-6	1.2
CCOCCCNC(=O)c1ccc(Cn2c(=S)[nH]c3c([nH]c4ccc(OC)cc43)c2=O)cc1
    7	6	0.92	-21	17	-5	4	8	0.96
O=C(NCCc1csc(-c2cccnc2)n1)c1cccs1
    -17	-14	0.98	-6	-1	-5	14	2	0.86
COc1ccc2c(c1)CC(C(=O)Nc1ccc(Cl)cc1)/C(=N/O)O2 (centres undefined)
    -42	-21	1	2	7	0	-2	0	1
CC1CN=C(NC(=O)c2cccc([N+](=O)[O-])c2)S1 (centres undefined)
    19	1	0.96	3	32	3	6	4	0.94
OCC[C@@H]1C[C@@H](O)[C@H](O)[C@]2(CCCc3ccccc3O2)O1
    7	0	0.94	-3	7	26	5	6	0.95
Cc1ccc(CS(=O)(=O)Cc2ccc(C(=O)NCCc3ccccc3)o2)cc1
    17	-5	0.98	-5	5	-3	-23	2	1.2
COc1ccc2c(c1)C(=O)CC(c1ccccc1F)O2 (centres undefined)
    28	13	1.1	15	4	7	-14	-11	1.1
COc1ccc(NS(=O)(=O)c2ccc(O)c(C(=O)OCC(=O)N3CC(C)OC(C)C3)c2)cc1 (centres undefined)
    9	-5	1.1	-11	8	-9	-32	-9	1.3
COc1ccc(-c2cc(C(=O)OC3CCOC3=O)c3ccccc3n2)cc1 (centres undefined)
    36	17	0.84	14	15	5	10	16	0.9
CCOc1ccc(C(=O)NCC2CCN(CC3CCCCC3)CC2)cc1
    -16	-8	1	-10	22	1	-1	-4	1
COCCn1c(SCC(=O)NC(=O)NCc2ccccc2)nc2ccccc2c1=O
    17	18	1.1	16	-5	-42	-9	-10	1.1
O=C(CN(Cc1ccc(Cl)cc1)S(=O)(=O)c1ccccc1)NCC1CCCO1 (centres undefined)
    17	13	0.98	11	2	3	-19	2	1.2
O=C(O)CCN1c2cccc3cccc(c23)S1(=O)=O
    7	-3	0.92	2	10	0	2	8	0.97
CS(=O)(=O)N(CC(=O)NCc1ccc2c(c1)OCO2)c1cccc(Cl)c1
    25	7	1	10	-13	0	-30	-5	1.3
Cc1nn(-c2ccccc2)c(C)c1C(=O)NCCc1ccccc1
    3	9	0.96	-1	20	-7	-3	4	1
NC(=O)CC[C@H](NC(=O)c1ccc(F)cc1)C(=O)OCC(=O)NCc1ccc2c(c1)OCO2
    -18	-3	1.1	15	7	-6	5	-11	0.95
COc1cc(/C=C(\C#N)c2ccccn2)ccc1OCC(=O)Nc1cccc(C(F)(F)F)c1
    24	14	0.96	1	8	3	3	4	0.97
COc1ccc(OC)c(NC(=O)C2COc3ccccc3O2)c1 (centres undefined)
    18	12	1	6	26	-5	-1	-1	1
N=c1sccn1CC(=O)Nc1ccc(S(=O)(=O)N2CCOCC2)cc1
    23	17	0.95	5	8	1	0	5	0.99
CC(=O)Nc1ccc(N(C(=O)c2ccco2)C(C(=O)NC2CCCC2)c2cccs2)cc1 (centres undefined)
    8	-6	0.89	-10	-15	-1	8	11	0.92
C#CCOCCOCCOCCNc1nc(N2CCOCC2)nc(N2CCN(C(=O)CCCCCCCCCCNC(=O)Cn3cc(CCCCCN)nn3)CC2)n1
    3	3	1.1	26	26	-7	-5	-13	1.1
CC1=CC(C)(C)Nc2ccc(OC(=O)c3cccnc3)cc21
    40*	13	0.96	3	8	0	-12	4	1.1
COc1ccc(CCNC(=O)CN(C)S(=O)(=O)c2cccc3nsnc23)cc1OC
    8	10	1.2	17	12	2	-11	-16	1.1
CN(CC(=O)Nc1ccc(F)c(F)c1F)C(=O)C1CCC1
    -6	-9	0.89	-1	8	-6	18	11	0.82
N#C/C(=C\c1cn(CC(=O)N2CCCC2)c2ccccc12)C(=O)NCc1ccc2c(c1)OCO2
    20	8	0.95	0	-13	-9	10	5	0.9
Cc1ccc(OCc2nnc(SCC(=O)c3ccccc3)n2-c2ccccc2)cc1
    28	12	0.98	33	20	74*	16	2	0.84
CCNS(=O)(=O)c1ccc(CCC(=O)N2CCN(c3ccc(OC)cc3)CC2)cc1
    16	1	1.1	2	6	-3	9	-6	0.91
CCCCCC(N)=O
    -23	3	0.99	0	4	6	9	1	0.91
COc1cc(C(N)=O)cc(Br)c1OC
    -8	-6	0.99	-9	14	1	13	1	0.87
COc1cc(NC(=O)c2c(F)cccc2F)nc(OC)n1
    -27	-5	0.97	3	12	3	-2	3	1
CC(=O)NCc1ccc(S(=O)(=O)N2CCN(S(=O)(=O)c3ccc4ccccc4c3)CC2)cc1
    5	0	0.95	9	5	-3	-10	5	1.1
O=C(NCc1ccc2c(c1)OCO2)C1CC(c2cccc(Br)c2)=NO1 (centres undefined)
    36	-11	1.1	4	21	-4	-17	-7	1.2
O=C(Oc1cccnc1)c1ccc([N+](=O)[O-])cc1Cl
    26	12	0.97	-4	1	-8	-4	3	1
Nc1nc(Nc2cccc(Cl)c2)nc(NCCO)c1[N+](=O)[O-]
    -10	15	0.99	-13	20	0	1	1	0.99
Cc1noc(C)c1CSc1nnc2scc(-c3ccc(Cl)cc3)n12
    16	14	0.89	-14	0	7	15	11	0.85
CCC(C)(C)NC(=O)C(c1ccc(C)cc1)N(Cc1cccs1)C(=O)c1ccc2c(c1)OCCO2 (centres undefined)
    34	33	1.1	-5	12	3	5	-10	0.95
COc1ccc2c(c1OC)C(=O)N1c3ccccc3SC21 (centres undefined)
    -9	-6	0.99	6	20	6	11	1	0.89
COC(=O)C1=CN(c2ccc(OC)cc2)C=C(C(=O)OC)C1c1cccc(F)c1
    9	10	1.4	12	9	-6	-7	-39	1.1
COc1ccc2nc(-c3ccccc3)cc(C(=O)N3CCC3)c2c1
    21	7	1.1	33	20	-3	18	-5	0.82
COc1cc(C)c(/C=C(\C#N)C(=O)Nc2cccc(C)c2)cc1C(C)C
    18	2	1	9	8	2	-4	-3	1
O=C(COc1ccc(Cl)cc1Cl)NCCSc1ccc(Cl)cc1
    8	-18	1	12	29	-10	17	-4	0.83
CCN(CC(=O)NCc1cccs1)S(=O)(=O)c1ccc(C(C)C)cc1
    22	27	0.98	10	13	6	-8	2	1.1
C=CCSc1n[nH]c(-c2ccc(OCCCC)cc2)n1
    41*	56*	0.96	10	35	0	11	4	0.89
CCCN(CC(=O)Nc1ccc(F)c(F)c1F)C(=O)CCc1nc2ccccc2c(=O)[nH]1
    -7	-15	1	2	15	1	6	-2	0.94
COCC(=O)N1CCC(Oc2ccc(C(=O)NCc3cc(C)no3)cc2)CC1
    5	-3	1.1	7	18	0	36*	-6	0.64
Cn1c(Cn2c(=O)sc3ccccc32)nnc1SCC(=O)Nc1ccccc1
    10	1	1.1	-3	-2	1	-14	-9	1.1
O=C(O)C1(c2ccccc2)CCN(S(=O)(=O)c2ccc(Br)cc2)CC1
    -11	3	1.1	-7	24	1	-16	-6	1.2
COc1cc(S(=O)(=O)N2CCOCC2)ccc1NC(=O)COC(=O)/C=C/c1cc(OC)c(OC)c(OC)c1
    7	3	0.92	11	16	-17	-10	8	1.1
CCCC[C@@H]1C=C(C(=O)O)[C@H](c2ccc(C#N)cc2)N1S(=O)(=O)c1ccc(C)cc1
    -2	15	0.9	14	-5	-2	-13	10	1.1
CCOc1ccc(-c2nn(-c3ccccc3)cc2/C=C2\SC(=S)N(Cc3ccco3)C2=O)cc1
    -6	-2	0.84	-1	10	5	-7	16	1.1
C/C(=N\NC(N)=S)c1ccc(Cl)s1
    9	-32	1	11	8	-7	8	-4	0.93
CC[C@@]12C(=O)N(c3cccc(F)c3)C(=O)N1[C@H](c1ccc(F)cc1)[C@@H]1C(=O)N(C3CCCCC3)C(=O)[C@@H]12
    26	17	0.93	7	-10	-16	-1	7	1
COc1ccc(/C=C(\NC(=O)c2ccc([N+](=O)[O-])cc2)C(=O)NCCCN2CCOCC2)cc1
    -4	-8	0.94	6	22	-1	1	6	0.99
O=C(N/N=C\c1ccco1)c1cncc(Br)c1
    -3	6	0.97	-8	-9	nt	7	3	0.93

Some of the entries above, reformatted:
Cn1c(Cn2c(=O)sc3ccccc32)nnc1SCC(=O)Nc1ccccc1
- tim10-1 inh = 10
- TIM10 inh = 1
- mIAP act = 1.1
- Apaf1 inhib = -3
- NLRP3 yeast inh = -2
- ATG4B inh = 1
- hIAP block = -14
- mIAP block = -9
- hIAP activ = 1.1

COC(=O)C1=CN(c2ccc(OC)cc2)C=C(C(=O)OC)C1c1cccc(F)c1
- tim10-1 inh = 9
- TIM10 inh = 10
- mIAP act = 1.4
- Apaf1 inhib = 12
- NLRP3 yeast inh = 9
- ATG4B inh = -6
- hIAP block = -7
- mIAP block = -39
- hIAP activ = 1.1
